Nrf2 ARE act: activates Nrf2 signaling. Potency, µM (series often up to 46.1 µM), for inactives: at the highest dose activation, actives largely listed as activators. 410,000 tested, 0.31% active. AID 624171. AREc32 ARE-luciferase reporter (MCF7-derived line), luminescence, 24 h; note: potency is the fitted concentration of half-maximal effect; % of control where 0% means no effect; nearly all actives have a fitted effect of over 65% in size
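AREc32_Fluc, 1000 cells/well, OPTI-MEM + 5% FBS, o/n 37 deg C 5% CO2; 23 nL cpd by pin tool, 24 hr; Steady-Glo 30 min RT, luminescence.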
HepG2 viability: HepG2 cytotoxicity, counter-screen for TGF-b inhibitors; HepG2 CAGA-GFP viability, ATP luminescence, 18 h; Potency, µM (top dose mostly 46.1 µM), inactives show at the top dose activity change, negative = cytotoxicity, actives largely listed as cytotoxic; 410,000 tested, 0.76% active; note: potency is the fitted concentration of half-maximal effect; some results filed as inactive show a strong effect at the top dose
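CellTiter-Glo luminescence gave cytotoxicity after 18 hours at 37 degrees C. The cells were HepG2 CAGA-GFP in 1% FBS DMEM, stimulated with 500 pg/mL TGF-beta after compound addition. %Activity was normalised to no-cell wells (complete cell-killing) and DMSO (no toxicity), and curves were fitted and classified.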
Nrf2 inh: inhibitors of Nrf2 signaling. A549 ARE-Fluc reporter, luciferase luminescence, 18-24 h. Potency, µM (top dose mostly 46 µM), inactives show top-dose activity change, negative = inhibition, most hits filed as inhibitors. 360,000 tested, 2.1% active. AID 504444; note: potency is the fitted concentration of half-maximal effect; % is set by controls: 0 for no effect and ±100 for the full control effect; nearly all actives have a fitted effect of over 60% in size
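Cells were seeded and rested 2 h, then exposed to compounds for 18-24 h. CellTiter-Fluor was read first as a viability measure. BugLite was added 15 min before the final luminescent read of ARE-luciferase activity in A549 cells.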
Mm-Cpn inhibitor: M. maripaludis TRiC chaperonin inhibition; purified Mm-Cpn ATPase, ADP Transcreener TR-FRET; Potency, µM (titrated, usually from 76.9 µM), for the others: at the top dose activity, negative = inhibition, hits mostly inhibitors; 330,000 tested, 0.031% active; AID 504842; note: potency is the fitted concentration of half-maximal effect; % is set by controls: 0 for no effect and ±100 for the full control effect; nearly all actives have a fitted effect of over 80% in size
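Purified archaeal chaperonin (25 nM final) was preincubated with compound for 10 min at 37°C, then ATP (10 uM final) was added for 30 min at 37°C in Tris pH 7.4/KCl/MgCl2/DTT buffer. ADP was quantified by HTRF Transcreener TR-FRET.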
CCT chaperon mod: changes cytosolic chaperonin activity; purified chaperonin ATPase assay, HTRF ADP detection, 30 min; activity change, % (no concentration beside the values), hits read low; 360,000 tested, 0.3% active; in the data active = activity change below about -30%; note: % is set by controls: 0 for no effect and ±100 for the full control effect
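Enzyme 40 or 20 nM (batch-dependent) in Tris pH 7.4/KCl/MgCl2/DTT; cpd 76 uM single point; ATP 10 uM; 30 min 37 °C; Transcreener ADP HTRF detection, 30 min RT; ratio 665/615.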
A549 viability: kills or reduces viability of A549 cells in Nrf2 counter-screen; A549 ARE-Fluc cells, CellTiter-Fluor viability, 18-24 h; Potency, µM (series often up to 46 µM), without a hit: at the highest dose activity change, negative = cytotoxicity, most hits filed as inhibitors; 390,000 tested, 0.16% active; AID 504648; note: potency is the fitted concentration of half-maximal effect; % is set by controls: 0 for no effect and ±100 for the full control effect
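A549 ARE-Fluc cells in 5% FBS OPTI-MEM, 5000 cells/well, rested 2 h then exposed to compounds in concentration-response for 18-24 h at 37 °C. Viability by CellTiter-Fluor fluorescence (Ex 405/Em 525) after 30 min; luciferase luminescence (BugLite, 15 min, RT) read afterwards.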
TGFb inhibitor: TGF-b pathway inhibition. HepG2 CAGA-GFP TGF-b/SMAD3 reporter, GFP fluorescence, 18 h; TGF-beta stimulated, 500 pg/mL final. Potency, µM (highest dose often 46.1 µM), without a hit: at the top dose activity, negative = inhibition, hits mostly inhibitors. 410,000 tested, 1.2% active; note: potency is the fitted concentration of half-maximal effect; % is set by controls: 0 for no effect and ±100 for the full control effect; nearly all actives have a fitted effect of over 65% in size
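First, reporter cells (HEPG2 CAGA-GFP) rested 2 h at 37 degrees C. Next, compounds were pinned in and TGF-beta added to 500 pg/mL final. After 18 h, GFP was imaged per cell and summed per well.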
Abeta yeast res: restores growth of yeast expressing A-beta42 peptide | yeast expressing A-beta42, growth rescue, OD600, 48 h; response scale: 0% DMSO, 100% iron-clioquinol control | Potency, µM (series often up to 46.1 µM), for the others: at the highest dose growth rescue, hits mostly activators | 410,000 tested, 0.063% active; note: potency is the fitted concentration of half-maximal effect; nearly all actives have a fitted effect of over 55% in size
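Yeast A-beta toxicity model in growth medium with pinned compounds, 48 h at 30 C; growth read as absorbance at 600 nm. Normalized to FeCl3/clioquinol equimolar mix (positive) and DMSO (negative).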
pAkt inh: blocks phosphorylation of Akt; Neuro2A IGF-stimulated pAkt S473 HTRF, 20 min; stronger effect = lower value; activity change, % for hits at 50 µM; 360,000 tested, 0.32% active; AID 651550; in the data active = activity change below about -80%; inconclusive = mostly about -51% to -80%; note: % is set by controls: 0 for no effect and ±100 for the full control effect
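Neuro2A cells (4,500/well, DMEM with 0.5% FBS) were treated with compound at a single 50 µM final concentration, stimulated with 6 nM IGF for 20 min at 37 °C, and lysed. Phospho-Akt Ser473 was read by HTRF as 665/615 ratio ×10^4.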
* = called active by the depositor; i = inactive; ? = inconclusive; nt = no result given; & = joins results of further samples; [ ] = dose if it differs, or a comment. Unless noted, calls come from the whole dose curve; as a rule, active = well fitted curve in the direction sought with a large enough effect; inconclusive = small, poorly fitted or top-dose-only effect, or another doubt; inactive = no such curve, though single readings can be large; an effect the other way counts as inactive or inconclusive.

molecule	Nrf2 ARE act	HepG2 viability	Nrf2 inh	Mm-Cpn inhibitor	CCT chaperon mod	A549 viability	TGFb inhibitor	Abeta yeast res	pAkt inh
CCOc1cc(N2CCOCC2)c(OCC)cc1NC(=O)CN1CCC(Cc2ccccc2)CC1	-0.7%	-11.6%	?	0.3%	-0.1	-12.1%	4.8%	3.0%	i
Cc1ccc(-n2c(=O)c3sccc3n(CC(=O)NC3CCCC3)c2=O)cc1	0.3%	-8.4%	?	-0.1%	-1.1	0.0%	-3.2%	-2.9%	i
CCOc1cc(C(=O)Nc2cc(C)ccc2C)ccc1OCC(=O)N1CCCCC1	2.1%	-0.3%	-28.4%	-0.3%	0.2	0.6%	4.1%	-12.3%	i
CCOC(=O)c1ccc(S(=O)(=O)N2CCN(C)CC2)cc1	0.0%	-6.3%	?	0.2%	2.2	8.0%	-2.9%	3.6%	i
COc1ccc(NC(=O)CSCc2ccc(C)cc2)cc1	0.2%	0.4%	17.2%	0.5%	-1.6	2.5%	0.4%	0.8%	i
Oc1cccc(-c2nc3ncccn3c2Nc2cccc(C(F)(F)F)c2)c1	-0.1%	-69.2%	8.9%[9.27 µM]	nt	nt	-2.5%	12.6µM*	-4.6%	nt
Cc1c(NC(=O)COC(=O)CCc2c[nH]c3ccccc23)c(=O)n(-c2ccccc2)n1C	-0.8%	1.7%	-1.4%	0.9%	-1.1	6.3%	-2.6%	3.4%	i
CCCCNCC1CCCO1 (stereo not drawn)	0.2%	-4.7%	8.1%	-0.3%	-0.3	1.6%	1.7%	3.8%	i
O=C(CCCCCCCC(=O)N1CCCC1)N1CCCC1	-0.1%	-13.9%	-28.5%	nt	-0.7	0.9%	-5.8%	-5.7%	i
Cc1ccc(C)c(NC(=O)COC(=O)c2c(C)nn(-c3ccccc3)c2C)c1	0.0%	0.7%	-4.8%	1.2%	-2.1	-7.5%	-1.4%	5.6%	i
O=C(COc1ccc(S(=O)(=O)NC2CCCCC2)cc1)NC1CCCCC1	-0.7%	-17.1%	nt	0.5%	5.1	-6.6%	-19.5%	-5.3%[9.22 µM]	i
N/C(=N\OC(=O)c1ccccc1Cl)c1cccc([N+](=O)[O-])c1	?	-21.9%	?	-0.3%	-2.0	-0.1%	-7.1%	-37.8%[inhibitor]	i
CCOC(=O)c1cnc2ccc(OCC)cc2c1NCc1ccccc1	0.6%	-39.2%	?	-0.1%	-0.4	?	?	-1.5%	i
CCCOc1ccc2c3c(c(=O)oc2c1OCCC)CCCC3	5.0%	-33.2%	nt	-4.6%	-0.3	?	-17.8%	0.6%	i
CC(Nc1ccc(Br)cn1)c1cc(Cl)ccc1O (stereo not drawn)	6.2%	-46.0%	17.4%	1.1%	1.5	-2.1%	?	-92.8%[inhibitor]	i
Cc1ccc2c(c1)N(CC(=O)Nc1ccccc1F)C(=O)CO2	2.3%	0.8%	-17.1%	1.3%	1.1	1.2%	-4.9%	8.6%	i
O=C(CNC(=O)c1cccc(F)c1)NC1CC1	-0.6%	-20.7%	3.7%	-8.7%	0.6	0.0%	-3.9%	10.4%	i
Oc1ccc(N=Nc2ccc3c(c2)OCCO3)c(O)c1	23.4%	-42.7%	?	0.5%	-4.2	-15.9%	-17.0%	-10.7%	i
OCc1cccc[n+]1Cc1ccccc1	-0.4%	4.2%	-10.9%	nt	0.7	-9.3%	-16.9%	21.6%	i
CCCN(c1nc(C)cc(OC)n1)S(=O)(=O)c1ccccc1	0.3%	4.8%	-17.8%	-0.5%	0.3	-3.7%	3.2%	-13.5%	nt

Overlap with the part before: 2 compounds; new compounds follow.
molecule	Nrf2 ARE act	HepG2 viability	Nrf2 inh	Mm-Cpn inhibitor	CCT chaperon mod	A549 viability	TGFb inhibitor	Abeta yeast res	pAkt inh
OCc1cccc[n+]1Cc1ccccc1	-0.4%	4.2%	-10.9%	nt	0.7	-9.3%	-16.9%	21.6%	i
CCCN(c1nc(C)cc(OC)n1)S(=O)(=O)c1ccccc1	0.3%	4.8%	-17.8%	-0.5%	0.3	-3.7%	3.2%	-13.5%	nt
COc1ccccc1Cn1cc(C(=O)c2ccccc2)c(=O)c2cc(OC)c(OC)cc21	3.3%	-28.2%	13.1%	nt	nt	-16.5%	?	2.7%	nt
CC(C)NC(=O)Cn1nc(C(F)(F)F)c2c1CCC2	-0.1%	-2.7%	17.3%	2.2%	0.6	9.5%	-16.5%	-6.6%	i
CC[C@H]1C(=O)[C@@H](Cc2ccccc2)[C@@H]2CCN3C(=O)CCC[C@H]1[C@H]23	-1.1%	9.7%&-4.2%	10.9%	nt	1.2	-4.4%	18.7%&-7.7%	2.7%	i
CC(C)c1ccc(NC(=O)C2C3C=CC4(O3)C2C(=O)N(CCCN2CCOCC2)C4C(=O)NC2CCCCC2)cc1 (stereo not drawn)	0.2%	-13.5%	-1.7%	3.8%	-1.0	0.7%	17.1%	1.0%	i
CCN1CCN(c2ncc3c(n2)CC(c2ccc(OC)c(OC)c2)CC3=O)CC1 (stereo not drawn)	-0.7%	2.7%	-16.8%	0.8%	2.1	-5.2%	14.7%	-13.2%	i
Cc1ccccc1NC(=O)Cc1nc(COC(=O)c2cccnc2Cl)cs1	-0.2%	9.5%	10.4%	-0.8%	-0.2	-4.3%	11.6%	2.2%	i
O=C(COc1ccc(Cl)cc1Cl)N1CCNC1=O	0.1%	-7.5%	-23.4%	1.1%	1.0	-12.7%	10.0%	-6.7%	i
C#Cc1cccc(Nc2nc(NC(C)C)nc3ccsc23)c1	-0.7%	-52.1%	nt	nt	0.5	nt	?	-5.3%	i
Cc1ccc(NC(=O)C(C)Sc2nc(-c3ccccc3)cc(=O)[nH]2)cc1 (stereo not drawn)	-0.2%	2.3%	0.4%	7.1%	-2.7	-1.6%	13.0%	14.2%	i
CCCCNC(=O)C1CCN(C(=O)N2CC(C)Oc3ccc(Cl)cc32)CC1 (stereo not drawn)	-0.2%	-21.2%	?	nt	nt	-19.6%	-29.0%	8.5%	nt
NNc1nc(Nc2ccc([N+](=O)[O-])cc2)nc(N2CCCCCC2)n1	10.6%	-34.7%	?	0.7%	0.2	16.0%	?	-23.9%	i
COc1ccc(CNC(=O)CSc2ncc3c(n2)-c2cc(Cl)ccc2N(Cc2ccccc2)S3(=O)=O)cc1	-0.8%	-3.6%	1.0%	nt	nt	?	-3.7%	4.7%	nt
CCOC(=O)c1cccc(NC(=O)CN2C(=O)CC(C)(C)Sc3ccccc32)c1	7.0%	-21.5%	?	nt	nt	-18.9%	-7.9%	6.7%	nt
O=S(=O)(c1ccccc1)N1CCN(Cc2ccc(Cl)cc2)CC1	4.2%	-31.6%	-16.3%	-1.4%	-0.9	0.0%	?	3.2%	i
O=C(Cn1cnc([N+](=O)[O-])c1)Nc1ccccc1C(F)(F)F	0.2%	0.0%	7.2%	1.1%	-0.5	-4.0%	16.3%	-3.9%	i
CCOc1ccc(N(CC)C(=O)COc2cc(=O)n(C)c3ccccc23)cc1	8.7%	3.6%	-24.1%	-1.7%	-0.6	-2.4%	7.4%	-8.3%	i
CCCN1CNC(=S)N(c2ccc(C(=O)OCC)cc2)C1	2.5%	-9.1%	-22.4%	-11.1%	-0.3	1.3%	-1.1%	-8.2%	i
CC(Oc1ccccc1)c1nnc(SCC(=O)NC2CC2)n1C (stereo not drawn)	-0.5%	2.3%	3.8%	3.5%	0.0	0.0%	-5.3%	-8.9%	i
CC(=O)Nc1ccc(OC(=O)Oc2ccc(NC(C)=O)cc2)cc1	-0.4%	0.1%	1.8%	-2.7%	0.9	-5.6%	0.7%	4.3%	i
CC(C)OC(=O)c1c(NS(=O)(=O)c2ccccc2)sc2c1CCCC2	-0.2%	-76.8%	?	-1.0%	-1.1	0.0%	?	1.3%	i

molecule	Nrf2 ARE act	HepG2 viability	Nrf2 inh	Mm-Cpn inhibitor	CCT chaperon mod	A549 viability	TGFb inhibitor	Abeta yeast res	pAkt inh
Nc1c(Br)cc2c([nH]c(=O)c3ccccc32)c1Br	26.7%	-7.1%	-1.9%	nt	0.5	?	?	-17.5%	i
CCOC(=O)C/C(N)=N/N(C)c1ncc(C(F)(F)F)cc1Cl	2.5%	2.8%	?	-0.1%	1.2	2.6%	16.4%	-9.2%	i
Cc1ccc(NC(=O)CSc2nc3c(c(=O)[nH]2)CN(Cc2ccc(F)cc2)CC3)cc1C	-0.3%	8.6%	-11.1%	1.8%	0.2	2.9%	?	-6.0%	i
Nc1ccc2c(c1)C(=NO)c1ccccc1-2	2.8%	-19.8%	-17.3%	nt	-2.1	-5.3%	-26.0%	-27.4%	i
CC(C)(C)c1ccc(S(=O)(=O)NCC(=O)Nc2ccc(-c3nc4ccccc4s3)cc2)cc1	4.0%	-65.2%	?	-0.8%	-2.0	-15.9%	?	-4.3%	i
O=C(O)C[C@H]1c2cc(F)ccc2S(=O)(=O)N1C1CCN(Cc2ccccc2)CC1	-0.7%	-2.2%	-1.1%	nt	-3.4	-0.8%	-2.9%	-4.6%	i
Cc1ccc(S(=O)(=O)N/N=C(\c2ccccc2)C2CC2)cc1	-0.4%	1.4%	1.7%	-0.1%	-2.1	3.5%	10.5%	4.7%	i
